# From PubChem BioAssay
# GLP-1R agonist – qHTS of GLP-1 Receptor Agonists | Glucagon-like peptide 1 receptor (Homo sapiens), P43220 | HEK293 GLP-1R CRE-luciferase, luminescence, 4-6 h; cells express a hypersensitive GLP-1R form | Potency, µM (top dose mostly 45.6 µM), for the others: at the top dose activation, hits mostly activators | 380,000 compounds, 0.007% hits | AID 624172, 2012; further: potency means the concentration at half of the fitted maximal effect; % of control where 0% means no effect
# PTHR1 ag – qHTS for PTHR1 Agonists: Primary Screen | Parathyroid hormone/parathyroid hormone-related peptide receptor (Homo sapiens), Q03431 | HEK293 GP2 PTHR1 cells, GloSensor cAMP luminescence, 1 h | Potency, µM (doses to about 115 µM), inactives show at the top dose activation, usual class: activators | 410,000 compounds, 0.075% hits | AID 743266, 2014; further: potency means the concentration at half of the fitted maximal effect; nearly all actives have a fitted effect of over 55% in size; some results filed as inactive show a strong effect at the top dose; inactives centre near -15; many of its hits are not listed in these tables
# Target sequence (Q03431 whole entry, looked up): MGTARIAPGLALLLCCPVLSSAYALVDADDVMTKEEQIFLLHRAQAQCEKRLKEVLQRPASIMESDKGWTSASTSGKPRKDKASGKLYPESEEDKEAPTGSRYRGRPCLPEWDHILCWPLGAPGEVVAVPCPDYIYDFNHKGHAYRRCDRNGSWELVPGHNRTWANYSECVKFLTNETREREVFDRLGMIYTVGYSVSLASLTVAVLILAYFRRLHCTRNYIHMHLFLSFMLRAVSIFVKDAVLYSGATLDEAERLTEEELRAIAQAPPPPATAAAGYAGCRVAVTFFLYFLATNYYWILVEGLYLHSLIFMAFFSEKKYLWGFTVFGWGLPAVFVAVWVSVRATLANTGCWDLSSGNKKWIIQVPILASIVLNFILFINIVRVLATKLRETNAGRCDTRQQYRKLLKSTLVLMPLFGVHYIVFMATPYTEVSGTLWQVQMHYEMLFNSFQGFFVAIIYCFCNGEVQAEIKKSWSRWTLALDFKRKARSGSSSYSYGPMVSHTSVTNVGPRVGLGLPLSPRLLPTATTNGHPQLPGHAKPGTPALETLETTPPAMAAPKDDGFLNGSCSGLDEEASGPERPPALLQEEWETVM
#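 HEK-293-derived GP2 cells expressing PTHR1 and a GloSensor cAMP reporter, 3,000/well, plated overnight, given luciferin plus IBMX (each 0.5 mM as added) for 1 h at 37 °C, then compound for 1 h at 37 °C. Luminescence was read after 15 min at room temperature.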
# aSyn rescue – qHTS of alpha-syn Inhibitors | Yeast expressing alpha-synuclein, growth rescue, BacTiter-Glo, 24 h | AID 652106, 2013 | Potency, µM (titrated, usually from 46.1 µM), without a hit: top-dose growth rescue (activation), most hits filed as activators | 370,000 compounds, 0.14% hits; further: potency means the concentration at half of the fitted maximal effect; % of control where 0% means no effect; nearly all actives have a fitted effect of over 65% in size
#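 Screening used galactose-induced yeast with toxic alpha-synuclein levels, exposed to compound for 24 hr at 30 deg C. Cell growth, read with BacTiter-Glo luminescence, gave the measured signal.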
# D3 antag – qHTS of D3 Dopamine Receptor Antagonist: qHTS. D3R cells, DiscoveRx beta-arrestin luminescence, antagonist mode; active compounds read low. AID 652054, 2013. D(3) dopamine receptor (Homo sapiens), P35462. max response, negative = inhibition, %. 360,000 compounds, 2.5% hits; in the data active means max response below about -50%; inconclusive means no clear call, values can overlap the other calls; further: on the % scale 0 is the no-effect control and ±100 the full control effect; mostly tested at two doses, the higher about 12 µM
#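 Cells expressing the human receptor were seeded at 1500 cells/well, incubated overnight at 37 degrees C in 5% CO2, then exposed to library compounds with dopamine controls for 90 minutes at 37 degrees C before luminescent detection.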
# KB-V1 MDR tox – qHTS assay for MDR1-selective chemotherapeutics: Primary screen using the drug-selected MDR subline cells KB-V1 | KB-V1 MDR cells viability, CellTiter-Glo, 72 h | Potency, µM (highest dose often 46.1 µM), for inactives: at the top dose activity change, negative = cytotoxicity, hits mostly cytotoxic | 400,000 compounds, 3.4% hits | AID 1347076, 2019; further: potency means the concentration at half of the fitted maximal effect; on the % scale 0 is the no-effect control and ±100 the full control effect; nearly all actives have a fitted effect of over 60% in size
#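 Following 72 h at 37 degrees C with compound, KB-V1 cell viability was read by CellTiter-Glo luminescence, medium being phenol-red-free DMEM plus 10% FBS; concentration-response parameters came from normalized, curve-fitted qHTS data.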
# TDP-43 yeast inh – qHTS of TDP-43 Inhibitors; Potency, µM (titrated, usually from 46.1 µM), without a hit: at the top dose growth rescue (activation), most hits filed as activators; AID 652104, 2013; TDP-43 expressing yeast growth rescue, BacTiter-Glo, 24 h; 410,000 compounds, 1.8% hits; further: potency means the concentration at half of the fitted maximal effect; % of control where 0% means no effect; nearly all actives have a fitted effect of over 50% in size
#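 Readout is BacTiter-Glo luminescence of cell growth, so inhibitors register as activators. TDP-43-expressing yeast at OD600=0.02 in galactose medium, after raffinose pregrowth to mid-log, were incubated with compound for 24 hr at 30 deg C.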
# GLP-1R inv ag – qHTS of GLP-1 Receptor Inverse Agonists (Inhibition Mode). Potency, µM (highest dose often 38.3 µM), without a hit: top-dose activity change, negative = inhibition, actives largely listed as inhibitors. HEK293 GLP-1R CRE-luciferase, luminescence, 24 h; GLP-1R form is constitutively active. 410,000 compounds, 1.6% hits. Glucagon-like peptide 1 receptor (Homo sapiens), P43220; further: potency means the concentration at half of the fitted maximal effect; on the % scale 0 is the no-effect control and ±100 the full control effect; nearly all actives have a fitted effect of over 55% in size
#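 Using stably transfected HEK293 (constitutively active GLP-1R, cAMP-luciferase reporter), compounds were incubated 24 hr and luciferase measured by luminescence.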
# D3 ag – qHTS of D3 Dopamine Receptor Agonist: qHTS; 410,000 compounds, 0.58% hits; D3R DiscoveRx beta-arrestin cells, luminescence, 90 min; max activation, %; in the data active means max activation above about 30%; further: 0% is about no effect; mostly tested at two doses, the higher about 12 µM
#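 Cells at 1500/well, incubated overnight, then treated with pinned compounds (dopamine as control) for 90 min at 37 degrees C. DiscoveRx reagent added for 30 - 60 minutes at room temperature; luminescence read.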
# GLP1R cytotox – qHTS of GLP-1 Receptor Inverse Agonists: Cytotox Screen | HEK293 cAMP-luciferase reporter cells, luminescence, 24 h | AID 624418, 2012 | Potency, µM (titrated, usually from 38.3 µM), inactives show at the highest dose activity change, negative = inhibition, hits mostly inhibitors | 410,000 compounds, 0.13% hits;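 further: loss of luciferase light is scored as toxicity; potency means the concentration at half of the fitted maximal effect; on the % scale 0 is the no-effect control and ±100 the full control effect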
#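 A 23 nL compound transfer followed 12 hours of cell culture at 37 deg C; exposure then lasted 24 hr. Luciferase assay detection reagent was dispensed and plates read for luminescence after a 12 min room-temperature wait.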
# * = called active by the depositor; i = inactive; ? = inconclusive; . = no result given; [ ] = another dose, or the depositor's remark. Unless noted, the call rests on the fitted dose curve; in most records, active means well fitted curve in the direction sought with a large enough effect; inconclusive means small, poorly fitted or top-dose-only effect, or another doubt; inactive means no such curve, though single readings can be large; an effect the other way counts as inactive or inconclusive.
# Values in the order: GLP-1R agonist	PTHR1 ag	aSyn rescue	D3 antag	KB-V1 MDR tox	TDP-43 yeast inh	GLP-1R inv ag	D3 ag	GLP1R cytotox
> CCc1ccc(C(=O)c2cn(CC(=O)NCCc3ccccc3)c3nc(C)ccc3c2=O)cc1
    .	-24.9%	.	.	-0.9%	10.0%	0.9%	0.9	8.7%
> COc1ccc(CCNC(=O)Cn2nnc(C(=O)Nc3ccc(Br)cc3)c2N)cc1OC
    -0.2%	-19.5%	4.1%	11.4	15.7%	-9.7%	?	0.8	?
> N#C/C(=C/c1cccnc1)c1ccccc1
    0.3%	i	12.2%	-21.4	10.1%	?	24.1%	-7.6	-5.3%
> CC(=O)c1ccc(NC(=S)NCc2cccnc2)cc1
    9.9%	-11.2%	-5.1%	-5.1	0.0%	-15.0%[0.397 µM]	19.8%	0.8	-2.4%
> CNC(=O)Cn1c(C)cc(=O)c2cccc(OC)c21
    5.3%	i	-0.9%	-26.3	14.2%	3.9%	14.2%	5.4	3.3%
> COc1ccc(OC)c(S(=O)(=O)N2CCC(C(=O)Nc3ccccc3)CC2)c1
    -10.1%	-1.4%	10.1%	-3.0	0.0%	-35.8%[inhibitor]	-16.5%	-16.2	-2.3%
> COc1ccc(C(=O)Nc2nnc(C3=COCCO3)o2)cc1
    -6.1%	-12.6%	2.2%	-13.8	-1.9%	-24.5%	3.3%	-15.7	?
> CNc1nc(C)cc(C)c1S(=O)(=O)c1ccc(Cl)cc1
    7.6%	i	-3.3%	-25.3	-20.9%	-12.3%	?	7.9	30.1%[activator]
> COc1ccc(C2N=C(N)N=C(N)N2c2ccccc2)cc1OC (stereo not drawn)
    2.9%	-10.1%[57.5 µM]	7.1%	-17.8	14.8%	-25.1%	-2.9%	7.5	3.6%
> CC(=O)c1cccn1S(=O)(=O)c1ccccc1
    -3.2%	i	2.1%	1.3	?	19.4%	-9.4%	3.2	-13.6%
> CN(C)CCN1C(=O)C(=O)/C(=C(/O)c2ccc(F)cc2)C1c1ccccc1 (stereo not drawn)
    10.6%	-21.1%[57.5 µM]	-1.5%	-16.9	-1.7%	-5.9%	0.4%	-5.0	-0.5%
> COc1ccc(OC)c(C2N=C(N)Nc3nc4ccccc4n32)c1 (stereo not drawn)
    -1.8%	-18.0%	.	.	?	8.7%	-0.3%	4.7	0.2%
> CSc1nnc2c(n1)OC(c1cccn1C)N(C(C)=O)c1ccccc1-2 (stereo not drawn)
    0.5%	i	-0.2%	-5.4	-15.0%	-3.9%	0.0%	2.7	-1.7%
> Cc1ccc(/C=C2/C(=O)c3ccc(C(=O)O)cc3C2=O)o1
    -1.0%	-10.8%	0.8%	-20.2	-7.2%	-24.1%	17.1%	-18.1	2.5%
> O=C(Nc1ccc(C(F)(F)F)cc1)c1cccnc1N1CCOCC1
    2.3%	i	0.4%	-29.9	16.4µM*	21.0%	-2.8%	-1.0	-16.4%
> CC(NCc1ccc2c(c1)OCO2)C(=O)NC1CCCc2ccccc21 (stereo not drawn)
    -3.3%	-5.4%[57.5 µM]	-0.2%	2.8	-1.2%	-12.9%	?	-14.7	3.8%
> CCOC(=O)C(C)Oc1cccc2c(=O)n(CC(=O)N3CCc4ccccc43)ccc12 (stereo not drawn)
    2.9%	-15.2%	7.2%	5.0	-5.3%	0.0%	-18.9%	-0.6	1.0%
> COc1ccc(-c2csc3[nH]c(=S)n(-c4ccccc4)c(=O)c23)cc1OC
    6.6%	i	5.1%	8.9	1.4%	-1.9%[0.397 µM]	6.2%	2.1	-0.9%
> O=S(=O)(c1cnc(Cl)c(Br)c1)N1CCN(c2ncccn2)CC1
    4.0%	-18.3%	-2.4%	-1.8	15.8%	-2.3%	10.6%	6.6	1.6%
> CCCCCOc1ccc(C(=O)CCC(=O)Nc2ccc(NC(C)=O)cc2)cc1
    0.9%	-24.6%	-0.2%	5.6	?	17.0%	2.3%	1.3	0.8%
> CC(C(=O)Nc1ccccc1Cl)c1ccc([N+](=O)[O-])cc1 (stereo not drawn)
    13.9%	i	14.2%	1.5	-12.0%	?	-27.1%	2.1	35.7%[activator]

# Rewritten as tab-separated lines: 9 of the compounds above
smiles	GLP-1R agonist	PTHR1 ag	aSyn rescue	D3 antag	KB-V1 MDR tox	TDP-43 yeast inh	GLP-1R inv ag	D3 ag	GLP1R cytotox
COc1ccc(CCNC(=O)Cn2nnc(C(=O)Nc3ccc(Br)cc3)c2N)cc1OC	-0.2%	-19.5%	4.1%	11.4	15.7%	-9.7%	?	0.8	?
N#C/C(=C/c1cccnc1)c1ccccc1	0.3%	i	12.2%	-21.4	10.1%	?	24.1%	-7.6	-5.3%
CC(=O)c1ccc(NC(=S)NCc2cccnc2)cc1	9.9%	-11.2%	-5.1%	-5.1	0.0%	-15.0%[0.397 µM]	19.8%	0.8	-2.4%
CNC(=O)Cn1c(C)cc(=O)c2cccc(OC)c21	5.3%	i	-0.9%	-26.3	14.2%	3.9%	14.2%	5.4	3.3%
COc1ccc(OC)c(S(=O)(=O)N2CCC(C(=O)Nc3ccccc3)CC2)c1	-10.1%	-1.4%	10.1%	-3.0	0.0%	-35.8%[inhibitor]	-16.5%	-16.2	-2.3%
COc1ccc(C(=O)Nc2nnc(C3=COCCO3)o2)cc1	-6.1%	-12.6%	2.2%	-13.8	-1.9%	-24.5%	3.3%	-15.7	?
CNc1nc(C)cc(C)c1S(=O)(=O)c1ccc(Cl)cc1	7.6%	i	-3.3%	-25.3	-20.9%	-12.3%	?	7.9	30.1%[activator]
COc1ccc(C2N=C(N)N=C(N)N2c2ccccc2)cc1OC (stereo not drawn)	2.9%	-10.1%[57.5 µM]	7.1%	-17.8	14.8%	-25.1%	-2.9%	7.5	3.6%
CC(=O)c1cccn1S(=O)(=O)c1ccccc1	-3.2%	i	2.1%	1.3	?	19.4%	-9.4%	3.2	-13.6%

# This is a subset; count on the stated rates, not on these rows.
